From PubChem BioAssay
M. tuberculosis HTS: M. tuberculosis growth inhibition, HTS (AID 449762) | hit rate 0.59% among 330,000 | M. tuberculosis H37Rv growth inhibition, 7H9 media; higher % means a stronger effect | one-dose inhibition, % at 25 µM; IC50 in µM for titrated hits; in the data active means a potency from the dose series; inconclusive means inhibition above about 70% without an active follow-up result;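 further: bacterial growth assessed after seven days of incubation; strong numbers were not always called active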
Salmonella PhoP GFP: PhoP regulon inhibitors, Salmonella typhi PhoP promoter GFP reporter, confirmatory (AID 1850); Salmonella Typhi PhoP-promoter GFP reporter, fluorescence, 4 h; higher % means a stronger effect; hit rate 0.33% among 310,000; inhibition, % at 50 µM, or IC50 in µM where a hit was titrated; in the data active means a potency from the dose series; inconclusive means inhibition mostly from about 25% at the one dose, without a potency; inactive means the rest, 99 in 100 with inhibition below about 19%;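 further: 0% = induced wells with vehicle and 100% = uninduced wells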
VEEV TC-83 Vero: inhibitors of VEEV TC-83 cytopathic effect, confirmation, Vero cells (AID 588727); Vero cells, VEEV TC-83 cytopathic effect inhibition; higher % means a stronger effect; inhibition, % at 20 µM; hits with a dose series show IC50 in µM; hit rate 0.13% among 350,000; in the data active means a potency from the dose series; inconclusive means inhibition mostly from about 14% at the one dose, without a potency; inactive means the rest, 99 in 100 with inhibition below about 12%; further: strong numbers were not always called active
influenza NS1A: H1N1 influenza NS1A inhibitors, functional cell based assay (AID 504329); NS1A functional cell-based assay, percent inhibition; higher % means a stronger effect; one-dose inhibition, % at 12.5 µM; IC50 in µM for titrated hits; hit rate 0.3% among 340,000; in the data active means a potency from the dose series; inconclusive means inhibition above about 27% without an active follow-up result; further: strong numbers were not always called active
tuberculosis growth: growth inhibition of non-replicating M. tuberculosis (AID 488890). Mycobacterium tuberculosis non-replicating, growth inhibition; higher % means a stronger effect. one-dose inhibition, % at 25 µM; IC50 in µM for titrated hits. hit rate 0.39% among 320,000; in the data active means a potency from the dose series; inconclusive means inhibition mostly from about 82% at the one dose, without a potency; inactive means the rest, 99 in 100 with inhibition below about 76%;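 further: plate controls were DMSO cells for no effect and high antibiotic wells for full effect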
VEEV TC-83 Vero 10K pilot screen: second read-out of VEEV TC-83 Vero, no call of its own (marks repeat the call); inhibition, %; measured here: 10K pilot screen inhibition
* hit, by the source's call; i = inactive; ? = inconclusive; / = no result given.

SMILES | M. tuberculosis HTS | Salmonella PhoP GFP | VEEV TC-83 Vero | influenza NS1A | tuberculosis growth | others
COC(=O)c1ccc(S(=O)(=O)N2Cc3ccccc3C2)cc1 | 11.6% | -3.0% | 1.3% | 1.0% | 12.8%
CN(C)/N=C1\CCS(=O)(=O)c2sccc21 | 4.0% | 8.0% | 1.1% | 0.8% | -0.3%
N#CCC(=O)N/N=C/c1cc([N+](=O)[O-])ccc1N1CCOCC1 | 10.8% | 4.9% | 3.2% | -2.3% | 7.0%
C/C=C/c1ccc(OCCCCN2CC(C)CC(C)C2)c(OC)c1 (stereo unspecified) | 59.3% | -4.3% | i | 1.8% | 61.6%
CCOc1ccc(-c2nc(N)ncc2Oc2ccccc2Br)c(O)c1 | -3.5% | -7.9% | 7.2% | 8.8% | 2.9% | VEEV TC-83 Vero 10K pilot screen=2.2
Cc1ccnc(Nc2nc(-c3sc(C)nc3C)cs2)c1 | 13.1% | -8.2% | 8.0% | -8.7% | 36.1%
N#CC(C#N)=C1c2cc(S(N)(=O)=O)ccc2-c2ccc(S(N)(=O)=O)cc21 | / | / | i | -7.3% | /
CN(Cc1cccs1)C(=O)c1ccc(S(=O)(=O)NCc2ccco2)cc1 | 5.6% | -3.9% | i | -0.1% | -5.0%
CS(=O)(=O)Nc1ccc(S(=O)(=O)N2CCCCCC2)cc1 | 6.0% | 7.8% | 0.7% | 1.2% | -7.6%
COc1cc2nc(CN3CCN(S(=O)(=O)c4ccc(C)c(C)c4)CC3)[nH]c(=O)c2cc1OC | -1.8% | 3.2% | 1.1% | -4.4% | -12.5%
C=CCn1c(SCc2nc3cc(C(F)(F)F)ccc3c(=O)[nH]2)nc2sc(CC)cc2c1=O | 5.0% | 4.6% | 1.1% | 3.0% | 16.6%
CCOC(=O)c1oc2ccc(CNC(C)(C)C)c(Cl)c2c1C | -11.3% | -2.0% | i | -5.9% | 2.0%
Cc1nn(Cc2ccc(Cl)cc2)c(C)c1NC(=O)CSc1nc2c(c(C(F)(F)F)n1)CCc1ccccc1-2 | 47.1% | -9.6% | i | 5.5% | -2.1%
CCn1c(SCC(=O)Nc2ccc3c(c2)OCCO3)nnc1C(C)C | 3.8% | 7.7% | 2.1% | -1.0% | 8.0%
CC(=C\C(=O)O)/C(=C/c1ccco1)C(=O)O | 4.4% | -5.8% | i | 15.1% | 6.5%
Cc1ccc(S(=O)(=O)Nc2cc(-c3nn(C)c(=O)c4ccccc34)ccc2N2CCOCC2)cc1 | / | 2.7% | i | 1.7% | /
NC(=O)c1ccc(NC(=O)Nc2ccc3c(c2)OCO3)cc1 | -4.0% | 5.5% | i | 2.0% | -0.3%
Cn1c(CNC(=O)c2ccc(F)cc2)nc2ccccc21 | -0.4% | / | 0.7% | -4.4% | /
CC(=NCc1ccco1)c1c(O)n(C)c(=O)n(C)c1=O | -14.9% | 10.9% | 3.2% | 0.4% | 1.3% | VEEV TC-83 Vero 10K pilot screen=0.4
O=S(=O)(Nc1c(S(=O)(=O)c2ccccc2)c2nc3ccccc3nc2n1C1CCCCC1)c1ccccc1 | -2.3% | 5.01µM* | i | 9.8% | 66.3%
CCOc1cc(/C=N/NC(=O)Cn2nc([N+](=O)[O-])cc2C)cc(Br)c1OCc1ccccc1C | 54.5% | 4.5% | i | -5.5% | -2.9%
CCOC(=O)c1sc(NC(C)=O)nc1C | 1.5% | -4.4% | 0.8% | 6.7% | -3.6%
CCOC(=O)Cc1csc(NC(=S)NC(=O)c2cccc([N+](=O)[O-])c2)n1 | 10.4% | -7.2% | 1.1% | -3.6% | 14.9%
N#Cc1c2n(c(=S)n(-c3ccccc3[N+](=O)[O-])c1=O)CCCCC2 | 9.3% | 3.0% | 0.7% | -2.9% | 21.0%
CCOc1ccc(N2C(=O)Nc3ccccc3C2(O)C(=O)NCc2ccc(C)cc2)cc1 (stereo unspecified) | 0.4% | 8.4% | 0.2% | 8.7% | 10.4%
Cc1ccsc1C(=O)NCC(=O)OCc1ccccc1 | -8.8% | -5.0% | 5.9% | 22.9% | -9.3%
O=S(=O)(c1ccc(Cl)cc1)N1CN2CCN(C2)C1 | -1.5% | 1.3% | 5.8% | 7.1% | 10.9%
COc1cccc(C(=O)NNC(=O)CCC(=O)O)c1 | -0.2% | 7.6% | 0.1% | 0.1% | -3.1%
Cc1ccc(O)c(C(=O)c2cnc3c(c2)c(C)nn3-c2ccccc2)c1 | 42.0% | -9.9% | 4.7% | -1.7% | 23.5%
COc1cc([N+](=O)[O-])ccc1NC(=S)NCc1ccccn1 | -4.1% | -3.6% | 2.8% | -0.4% | 2.1%
S=C(NCc1ccccc1)NCc1ccccc1 | -1.4% | 20.5% | i | -1.4% | 38.9%
CCC(=O)Nc1cccc(C(=O)/C=C/c2ccccc2)c1 | ? | -25.3% | 4.5% | -9.2% | 77.7%
CCN(CC)S(=O)(=O)c1ccc(NC(=O)c2ccc(Sc3nncn3C)c([N+](=O)[O-])c2)cc1 | 3.9% | -3.3% | 1.0% | 8.0% | 26.9%
Oc1c(Br)cc(Br)cc1/C=N/c1nccs1 | 5.0% | / | 1.9% | -1.2% | i
CN1CCN(C(=S)SCC(=O)N2CCCc3ccccc32)CC1 | -1.1% | -4.4% | 0.1% | 19.6% | -3.0%
O=C(COC(=O)/C=C/c1ccc2c(c1)OCO2)Nc1ccccc1 | ? | -2.3% | 0.3% | -11.8% | ?
O=C(N/N=C/c1ccncc1)C1C2CCCCCCC21 (stereo unspecified) | 1.3% | -4.2% | 0.6% | -1.0% | 29.4%
N#Cc1c(-c2ccccc2)nc(SCC(=O)N2c3ccccc3Sc3ccccc32)[nH]c1=O | -5.0% | -12.2% | 0.2% | 13.6% | 11.6%
CC12C=CC(=O)C=C1CCC1C3CCC(O)(C(=O)CO)C3(C)CC3OC312 (stereo unspecified) | 3.7% | 0.0% | 1.9% | -0.8% | 2.6%
O=C(CN1CCCCCC1)Nc1ccc(Br)cc1 | -4.0% | -11.3% | 0.9% | 8.2% | 64.2%

Gathered by group: those above with a CF3 group.
SMILES | M. tuberculosis HTS | Salmonella PhoP GFP | VEEV TC-83 Vero | influenza NS1A | tuberculosis growth | others
C=CCn1c(SCc2nc3cc(C(F)(F)F)ccc3c(=O)[nH]2)nc2sc(CC)cc2c1=O | 5.0% | 4.6% | 1.1% | 3.0% | 16.6%
Cc1nn(Cc2ccc(Cl)cc2)c(C)c1NC(=O)CSc1nc2c(c(C(F)(F)F)n1)CCc1ccccc1-2 | 47.1% | -9.6% | i | 5.5% | -2.1%

(cont.)
SMILES | M. tuberculosis HTS | Salmonella PhoP GFP | VEEV TC-83 Vero | influenza NS1A | tuberculosis growth | others
O=C(C1=C[C@@H](C2CC2)C[C@@H](OCCCCO)O1)N1CCOCC1 | 0.2% | -7.3% | i | 6.0% | -3.2%
CS(=O)(=O)N(CC(=O)NCC1CCCO1)c1cccc(Cl)c1 (stereo unspecified) | -3.5% | -0.1% | 0.2% | -16.6% | -1.7%
Nc1ncn(C23CC4CC(CC(C4)C2)C3)n1 | -9.1% | -7.6% | i | 5.0% | -5.5%
Cc1ccc(C(=O)NC(=S)N(C)C2CCCCC2)cc1Br | 60.5% | -8.9% | 5.5% | -10.1% | ?
O=C(NNS(=O)(=O)c1ccc(F)cc1)c1ccccc1O | 7.6% | 4.6% | 0.9% | 0.2% | 16.7%
CC1(C)Cc2c(C#N)c(NCCO)nc(-c3ccco3)c2CO1 | 0.5% | -0.7% | 6.5% | / | -3.2%
Nc1nc(NCc2ccccc2)nc(-c2ccccc2)n1 | -4.9% | -12.5% | i | 2.0% | -2.3%
O=C(NC1CCCCC1)c1ccc2c(=O)n(CC3CCCO3)c(=O)[nH]c2c1 (stereo unspecified) | 1.2% | -4.5% | 5.2% | -7.9% | 1.0%
Cc1c(C(=O)N2CCOCC2)oc2c1C(=O)CC(C)(C)C2 | 5.8% | 2.8% | 2.0% | -24.2% | 8.8%
CCOc1cc(/C=N/NC(=O)CNc2cccc(C)c2)ccc1OC(=O)c1ccccc1 | -3.6% | -0.2% | 5.6% | -6.5% | -5.5%
CCOc1ccccc1Nc1cc(C)nc2nc(C)nn12 | -9.0% | -2.8% | 0.7% | -1.4% | 0.5%
O=C(CCN1C(=O)C2C3C=CC(C4CC34)C2C1=O)Oc1cccc2cccnc12 (stereo unspecified) | ? | -14.3% | 0.3% | 18.2% | ?
CCN1C(=O)N[C@@H](c2cccc(C(F)(F)F)c2)[C@@H](C(=O)OC)[C@H]1C | -0.7% | -3.2% | 0.2% | 0.2% | 6.6%
CCN(CC)C(=O)Cn1cc(S(=O)(=O)CC(=O)Nc2ccc3c(c2)OCCO3)c2ccccc21 | -1.9% | 22.1% | 1.8% | 0.1% | -1.2%
Cc1ccc(S(=O)(=O)N2[C@@H](c3ccc(Cl)cc3)C(C(=O)O)=CC[C@H]2c2ccc(Cl)c(Cl)c2)cc1 | -6.6% | -11.9% | 2.0% | -6.9% | 46.8%
Cc1ccc(-c2nnc3ccc(SCC(=O)NCc4ccco4)nn23)cc1 | 3.9% | -5.8% | 5.1% | -0.6% | 15.0%
O=C(Nc1ccccc1Cl)c1cccc(NC(=O)c2cccs2)c1 | -5.2% | -5.4% | 8.1% | -9.9% | 24.0%
COc1ccc(CN2CCN(c3ccccn3)CC2)c(OC)c1 | -2.4% | 0.3% | i | -2.5% | 3.0%
CN(C)C(CNC(=O)NC1CCCCC1)c1cccnc1 (stereo unspecified) | -6.5% | 14.2% | 5.4% | 2.0% | -4.4%
COc1ccccc1C(=O)N/C(=C\c1ccccc1)C(=O)NC(C)C(=O)O (stereo unspecified) | 2.0% | -9.4% | 1.2% | -0.7% | 4.7%
CCc1nn(CC(=O)NCCCc2ccccc2)c(=O)c2cc3cc(F)ccc3n12 | 1.5% | 1.0% | 1.4% | -0.1% | 3.8%
Cc1cccc(NC(=O)C2(c3ccccc3)CCOCC2)c1 | -7.3% | -2.4% | 0.7% | -2.0% | -2.6%
CCOC(=O)C1(Cc2cccc(Cl)c2)CCCN(CCO)C1 (stereo unspecified) | -1.7% | 4.5% | 0.8% | -7.7% | 7.9%
Cc1cc(C)c([N+](=O)[O-])cc1-c1ccc(/C=N/NC(=O)c2nonc2N)o1 | 1.9% | -6.7% | 9.6% | -15.4% | -4.5%
Cc1nc2nc(-c3cccnc3)[nH]n2c(=O)c1Cc1ccccc1 | -20.4% | -6.1% | 4.9% | 1.1% | 3.7%
CC1(c2ccccc2)NC(=O)N(CC(=O)N(CC(=O)Nc2ccccc2C(F)(F)F)Cc2ccco2)C1=O (stereo unspecified) | / | / | 1.7% | -13.1% | /
CCOC(=O)N1CCN(C(=O)c2ccc(N3C(=O)c4ccccc4C3=O)cc2)CC1 | 7.4% | 14.9% | i | -1.5% | 4.4%
O=C(Nc1cc(S(=O)(=O)N2CCOCC2)ccc1N1CCOCC1)c1c(F)cccc1Cl | 2.4% | / | i | 3.1% | -7.5%

Of the compounds above, these have a cyano group.
SMILES | M. tuberculosis HTS | Salmonella PhoP GFP | VEEV TC-83 Vero | influenza NS1A | tuberculosis growth | others
N#CCC(=O)N/N=C/c1cc([N+](=O)[O-])ccc1N1CCOCC1 | 10.8% | 4.9% | 3.2% | -2.3% | 7.0%
N#CC(C#N)=C1c2cc(S(N)(=O)=O)ccc2-c2ccc(S(N)(=O)=O)cc21 | / | / | i | -7.3% | /
N#Cc1c2n(c(=S)n(-c3ccccc3[N+](=O)[O-])c1=O)CCCCC2 | 9.3% | 3.0% | 0.7% | -2.9% | 21.0%
N#Cc1c(-c2ccccc2)nc(SCC(=O)N2c3ccccc3Sc3ccccc32)[nH]c1=O | -5.0% | -12.2% | 0.2% | 13.6% | 11.6%
CC1(C)Cc2c(C#N)c(NCCO)nc(-c3ccco3)c2CO1 | 0.5% | -0.7% | 6.5% | / | -3.2%

3 successive records from above:
SMILES | M. tuberculosis HTS | Salmonella PhoP GFP | VEEV TC-83 Vero | influenza NS1A | tuberculosis growth | others
CCc1nn(CC(=O)NCCCc2ccccc2)c(=O)c2cc3cc(F)ccc3n12 | 1.5% | 1.0% | 1.4% | -0.1% | 3.8%
Cc1cccc(NC(=O)C2(c3ccccc3)CCOCC2)c1 | -7.3% | -2.4% | 0.7% | -2.0% | -2.6%
CCOC(=O)C1(Cc2cccc(Cl)c2)CCCN(CCO)C1 (stereo unspecified) | -1.7% | 4.5% | 0.8% | -7.7% | 7.9%

No enrichment for hits; 1.6% or so of the library scored in one or more.
